# Screening data deposited in PubChem BioAssay by several laboratories.
# OX1R antag-1 = antagonists of human orexin 1 receptor | O43613 | CHO/OX1R cells, Fluo-8 calcium fluorescence, orexin A | inhibition, % at 5 µM | 330,000 compounds, 0.43% hits | AID 434989;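 active = inhibition above its plate's threshold, mean inhibition of all tested compounds on the plate plus 3 SD, cut at about 37% in these data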;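 also: 0% = orexin A challenge wells and 100% = SB-334867-A antagonist wells; not every result past the cut was called active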
# Target sequence (O43613 whole entry, looked up): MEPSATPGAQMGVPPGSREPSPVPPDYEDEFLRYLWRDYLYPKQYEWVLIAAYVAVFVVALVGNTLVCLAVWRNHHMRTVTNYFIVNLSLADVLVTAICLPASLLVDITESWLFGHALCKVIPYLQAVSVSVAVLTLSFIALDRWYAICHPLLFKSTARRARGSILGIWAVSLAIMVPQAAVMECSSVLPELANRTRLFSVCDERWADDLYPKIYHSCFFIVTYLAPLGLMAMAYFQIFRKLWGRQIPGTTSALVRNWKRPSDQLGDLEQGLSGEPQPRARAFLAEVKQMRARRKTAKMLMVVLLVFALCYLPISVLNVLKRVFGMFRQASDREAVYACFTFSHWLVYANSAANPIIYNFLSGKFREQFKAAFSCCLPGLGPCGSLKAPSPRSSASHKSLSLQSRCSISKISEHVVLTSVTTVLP
# STK33 kinase inh = inhibitors of human STK33 kinase; Q9BYT3; purified STK33, MBP phosphorylation, ADP-Glo luminescence; inhibition, % at 10 µM; 320,000 compounds, 0.073% hits; AID 2661;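 active = inhibition at or above 25%, using the most active replicate where run in duplicate; inactive = inhibition below 25%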
# Target sequence (Q9BYT3 whole entry, looked up): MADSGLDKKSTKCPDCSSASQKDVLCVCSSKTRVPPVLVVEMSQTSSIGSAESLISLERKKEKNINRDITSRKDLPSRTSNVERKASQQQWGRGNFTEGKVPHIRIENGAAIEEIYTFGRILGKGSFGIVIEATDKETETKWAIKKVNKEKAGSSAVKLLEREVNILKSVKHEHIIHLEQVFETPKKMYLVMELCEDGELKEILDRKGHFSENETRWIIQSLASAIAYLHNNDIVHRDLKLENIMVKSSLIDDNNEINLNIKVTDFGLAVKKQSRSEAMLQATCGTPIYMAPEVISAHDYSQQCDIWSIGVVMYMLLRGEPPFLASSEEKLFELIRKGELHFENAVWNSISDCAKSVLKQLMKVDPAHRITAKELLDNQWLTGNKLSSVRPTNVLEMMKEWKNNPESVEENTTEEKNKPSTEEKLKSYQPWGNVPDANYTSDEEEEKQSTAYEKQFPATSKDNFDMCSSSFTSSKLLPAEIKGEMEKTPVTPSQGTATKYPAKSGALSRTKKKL
# OX1R antag-2 = antagonists of human orexin 1 receptor (OX1R); inhibition, % at 6.6 µM; OX1R-expressing cells, FRET antagonist read-out; O43613; AID 485270; 330,000 compounds, 1.8% hits; in the data active = inhibition mostly above about 38%, no sharp cut-off; inactive = mostly below about 40%;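 also: 0% = agonist challenge alone and 100% = reference antagonist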
# * marks the source's active call; other numbers are inactive results; x = not tested or not shown.
# Start of the data: the first 4 records, to show the layout:
SMILES,OX1R antag-1,STK33 kinase inh,OX1R antag-2
CS(=O)(=O)n1nc(-c2ccc(Cl)cc2)nc1N,-8.5,-0.1,16.7
O=C(Nc1ccc2nc(-c3ccco3)[nH]c2c1)c1cccs1,-6.3,0.6,24.4
Cc1ccc(Oc2ccc(OCC(=O)OC3CCS(=O)(=O)C3)cc2)cc1 (configuration not stated),10.8,-4.2,13.3
COc1cc2sc(C)nc2c2sccc12,-6.0,1.8,65.0

# The listing (from the top)
SMILES,OX1R antag-1,STK33 kinase inh,OX1R antag-2
CS(=O)(=O)n1nc(-c2ccc(Cl)cc2)nc1N,-8.5,-0.1,16.7
O=C(Nc1ccc2nc(-c3ccco3)[nH]c2c1)c1cccs1,-6.3,0.6,24.4
Cc1ccc(Oc2ccc(OCC(=O)OC3CCS(=O)(=O)C3)cc2)cc1 (configuration not stated),10.8,-4.2,13.3
COc1cc2sc(C)nc2c2sccc12,-6.0,1.8,65.0
CC(C)(C)OC(=O)N[C@@H](Cc1ccccc1)C(=O)N1CCC(C(=O)O)CC1,-7.6,0.5,13.2
CCOC(=O)c1cc(NC(=O)OC)c(C)nc1C,15.2,-1.0,-5.8
Cc1cccc(C)c1NC(=O)CN(C)C(=O)c1ccc(N2C(=O)CCC2=O)cc1,-15.7,0.1,5.8
CN(C)c1ccc(/C=N/OC(=O)Nc2ccccc2)cc1,-19.4,2.4,20.9
C/C(=N\NC(=O)c1cccc(Cl)c1)C1C(=O)c2ccccc2C1=O,-22.6,2.0,52.8
O=C(Nc1ncccn1)C1CCCN1S(=O)(=O)c1ccc(Cl)c(Cl)c1 (configuration not stated),6.1,-0.2,27.4
C/C(=N/NC(=O)c1ccccc1)C(=O)O,-9.1,-1.7,10.7
COc1ccccc1C(=O)N/C(=C/c1ccco1)C(=O)Nc1cccc(C(=O)O)c1,3.8,-1.0,33.1
O=C(CSc1nnnn1-c1ccccc1)Nc1ncc2c(n1)CC(c1ccco1)CC2=O (configuration not stated),-24.8,-0.3,14.2
COC(=O)[C@]1(Cc2ccccc2)N[C@H](CN(C)S(=O)(=O)c2ccc(F)cc2)[C@@H]2C(=O)N(Cc3ccccc3)C(=O)[C@@H]21,-4.9,0.8,15.4
Cc1nn(-c2ccccc2)c(Cl)c1/C=C(\C#N)C(=O)NC(C)C,-21.2,-0.5,26.3
O=C(N/N=C/c1ccccc1OCc1ccccc1)c1cccnc1,-16.1,-0.6,11.0
Cc1nc(NCc2ccc3c(c2)OCO3)c2nnn(Cc3ccccc3)c2n1,-12.5,-0.5,3.0
COc1ccc(-n2c(COc3cccc4ccccc34)nnc2SCC(=O)NCc2ccco2)cc1,-10.2,0.1,15.4
O=C(c1ccccc1)c1ccccc1,-6.1,0.7,12.2
CCOc1ccc2c(c1)C(N(CCN1CCOCC1)C(=O)Nc1ccccc1)CC(C)(C)O2 (configuration not stated),-30.1,x,16.9
Cc1ccccc1S(=O)(=O)Cc1ccc(C(=O)O)o1,-12.3,-1.4,10.3
C=CCN1C(=O)C(Cc2ccc(OC)cc2)S/C1=N\N=C\c1cccs1 (configuration not stated),-32.7,-1.8,7.2
CN1C(=O)C(O)(CC(=O)/C=C/c2ccco2)c2ccccc21 (configuration not stated),-8.9,0.1,63.5
Cc1noc(C)c1NC(=O)Nc1ccc2c(c1)CC(=O)N([C@@H](C)CO)C[C@@H](C)[C@@H](CN(C)C(=O)Nc1cccc3ccccc13)O2,-3.9,0.7,1.9
O=C(Nc1cccc(Cl)c1)C1C2CCC3C(CCC21)C3(Cl)Cl (configuration not stated),4.2,-0.2,35.4
Cc1ncn(C23CC4CC(CC(C4)C2)C3)n1,1.9,-0.4,-2.1
O=C(O)c1cc2nccc(-c3ccco3)n2n1,1.7,-1.5,63.8
Cc1cc(C)c(C(=O)N2CCC(N3CCC(C(=O)NC(C)C)CC3)CC2)o1,-13.8,6.1,2.7
CC1=[N+]([O-])C(C)(C)N(O)C1(C)C,-5.7,-0.7,15.0
CCCCN1C(=O)C(=O)N(CC(=O)c2cc(C)n(-c3cc(C)on3)c2C)C1=O,-22.8,-0.1,9.3
CC(=O)OCC1OC(OCc2cn(C[C@H]3CC[C@H](Cn4cc(COC5OC(COC(C)=O)C(OC(C)=O)C(OC(C)=O)C5OC(C)=O)nn4)O3)nn2)C(OC(C)=O)C(OC(C)=O)C1OC(C)=O (some centres not stated),-8.6,-0.3,23.2
COCCn1c(-c2ccccc2)cnc1N,-16.8,-1.3,1.1
O=C1COc2ccc(C(=O)COC(=O)CCc3ccc(S(=O)(=O)N4CCOCC4)cc3)cc2N1,-13.6,0.3,-0.6
CC(=O)c1cccc(NC(=O)NC2CCCc3ccccc32)c1 (configuration not stated),-13.3,-1.2,13.1
CCCOc1ccc(-c2nc(OCC)c3ccccc3n2)cc1,-23.9,-0.5,5.7
CC(=O)Nc1ccccc1NC(=O)C/C(C)=N/NC(=O)Cc1cccc2ccccc12,-20.5,-1.0,11.5

# Random excerpt: seven records from the list.
SMILES,OX1R antag-1,STK33 kinase inh,OX1R antag-2
CC(=O)Nc1ccccc1NC(=O)C/C(C)=N/NC(=O)Cc1cccc2ccccc12,-20.5,-1.0,11.5
Cc1cc(C)c(C(=O)N2CCC(N3CCC(C(=O)NC(C)C)CC3)CC2)o1,-13.8,6.1,2.7
COCCn1c(-c2ccccc2)cnc1N,-16.8,-1.3,1.1
O=C(Nc1cccc(Cl)c1)C1C2CCC3C(CCC21)C3(Cl)Cl (configuration not stated),4.2,-0.2,35.4
O=C1COc2ccc(C(=O)COC(=O)CCc3ccc(S(=O)(=O)N4CCOCC4)cc3)cc2N1,-13.6,0.3,-0.6
CCCCN1C(=O)C(=O)N(CC(=O)c2cc(C)n(-c3cc(C)on3)c2C)C1=O,-22.8,-0.1,9.3
CCCOc1ccc(-c2nc(OCC)c3ccccc3n2)cc1,-23.9,-0.5,5.7

# Continued.
SMILES,OX1R antag-1,STK33 kinase inh,OX1R antag-2
CCOn1c(=O)c(=O)n(O)c2ccccc21,-18.0,-1.5,6.7
N#Cc1c(Nc2ccc(Cl)cc2)s[nH]c1=O,4.0,1.0,26.2
CC1CCN(CCc2nc3cc(NC(=O)Nc4ccccc4)ccc3n2C)CC1,-15.5,0.3,4.1
CCOC(=O)C1=C(COC(=O)c2ccc(Cl)cc2[N+](=O)[O-])NC(=O)NC1C (configuration not stated),-11.0,-1.1,18.2
O=C(O)CSc1nnc(CSc2nc3ccccc3s2)n1-c1ccccc1,-1.7,-0.1,1.4
COc1ccc2nc(SCC(=O)N(C)CC(=O)Nc3ccc(F)cc3)[nH]c2c1,-27.4,0.7,9.0
Cc1ccc(C(=O)Nc2ccccn2)cc1S(=O)(=O)N1CCOCC1,-7.9,0.0,12.6
COc1ccc(-c2c(-c3ccccc3OC)sc3ccccc23)cc1OC,-39.3,-0.3,29.4
COCCNC(=O)CN(C(=O)CCC(=O)Nc1ccccn1)c1cc(C)ccc1C,-24.8,-0.5,0.8
O=c1[nH]nc(Cc2ccc(-c3cccc(Cl)c3)o2)c2ccccc12,55.3*,0.7,71.5*
Cc1ccc(-c2nn(-c3ccccc3)cc2CN(C)C(=O)CCC(=O)O)cc1C,-18.6,-2.1,25.1
Cc1cnc(NC(=O)CSc2nnc(N)s2)s1,-15.1,-0.4,37.6
O=C(NCCCn1ccnc1)C1CC2CCC1C2 (configuration not stated),-0.2,1.4,17.9
Cc1cc(C)c(-c2cc(C)nc3ncnn23)c(C)c1,1.4,-0.2,12.8
CCOC(=O)N/N=C\c1ccc(OC/C=C/c2ccccc2)c(OC)c1,-39.5,0.9,-2.2
CCOC(=O)C1=C(C)N=c2s/c(=C/c3ccc(OCC(=O)O)cc3)c(=O)n2C1c1ccc(OC)cc1OC (configuration not stated),-7.1,-17.9,-7.8
O=C1c2cccc3cccc(c23)C(=O)N1c1ccccn1,-12.3,-0.8,98.6*
O=C1C2C3C=CC(CC3)C2C(=O)N1c1ccc(Br)cc1[N+](=O)[O-] (configuration not stated),-21.7,-0.9,7.8
O=C(CN1CCN(c2nc(-c3ccc(Cl)cc3)cs2)CC1)NCc1ccco1,-3.5,x,17.5
CC1(C)Cc2cccc(OCC(=O)N3CCN(S(=O)(=O)c4ccccc4F)CC3)c2O1,-18.7,-0.9,5.9
O=C(Nc1cc(Cl)ccc1N1CCOCC1)c1ccc2c(c1)OCCO2,-20.1,0.9,12.2
COc1cccc2sc(=NC(=O)CCS(=O)(=O)c3ccc(C)cc3)n(C)c12,3.2,-0.6,5.3
O=C(COc1ccc(OCc2ccccc2)cc1)NN=C1CCCC1,-46.5,1.7,7.3
Cc1ccc2c(c1)-c1ncc(C(=O)c3cc(Br)ccc3O)cc1CO2,-36.8,-1.2,21.4
Cc1nn(C)cc1S(=O)(=O)Nc1ncccn1,-6.5,-0.1,5.5
CN(C)CCn1c(=N)n(CC(O)c2ccc(Cl)c(Cl)c2)c2ccccc21 (configuration not stated),-23.2,0.3,10.6
CCOc1ccccc1C1C(C#N)=C(N)Oc2cc(N)ccc21 (configuration not stated),-9.0,-0.2,8.0
NC(=O)C1=C[C@@H](c2csc3ccccc23)C[C@@H](OCCCCO)O1,1.1,0.4,29.3
N#CCSc1nc2ccccc2c(=O)n1C1CCCCC1,-22.9,-1.3,0.4
Cc1cccc2cc(CN(Cc3cccnc3)C(=O)c3ccncc3)c(=O)[nH]c12,-0.1,-1.4,5.5
Cc1nnc(SCC(=O)N(Cc2ccccc2)C(C)C)n1-c1ccccc1,-28.6,-1.6,31.8
Cc1cc(N2CCN(c3nc4ccccc4s3)CC2)n2ncnc2n1,13.1,0.3,36.2
COc1ccc(NC(=O)C2CC(c3ccc(OC)c(OC)c3)=NO2)cc1OC (configuration not stated),-22.6,-1.4,18.6
O=C1Nc2cc(S(=O)(=O)N3CCCC3)ccc2N2CCCC12 (configuration not stated),5.3,-4.3,7.3
Cc1ccccc1C(=O)NC1CCN(Cc2nnnn2C(C)(C)C)CC1,-5.9,0.8,20.5
O=C(/C=C/c1ccco1)OCn1nnc2ccccc2c1=O,-18.4,-0.2,23.4
O=C(NC12CCC(O)C(SC1)/C2=N/O)c1ccccc1 (configuration not stated),8.7,0.0,11.4
O=C(COC(=O)c1ccccc1-n1cnnn1)c1ccc(Br)cc1,-22.8,0.3,13.6
Cc1ccc(Sc2ccc(CN3CCCC3)cc2[N+](=O)[O-])cc1,1.1,1.3,12.9
C#CCOCCOCCOCCNc1nc(N2CCN(C(=O)Cn3cc(CCCN=C(N)N)nn3)CC2)nc(N2CCN(C(=O)[C@H](C(C)C)n3cc(CCO)nn3)CC2)n1,-22.5,0.3,21.6
CC1=NN(c2ccccc2)C(=O)/C1=C/c1ccc(-c2ccc(C)c(C(=O)O)c2)o1,-3.7,-1.2,17.8
Cc1cc2cc(CCNC(=O)CC(C)(C)C)c(=O)[nH]c2cc1C,-18.7,0.2,16.4
O=C(CC1SC(N2CCOCC2)=NC1=O)Nc1ccccc1Cl (configuration not stated),-5.4,-0.2,6.0
COc1cc(OC)c(C2C(C#N)=C(N)OC3=C2C(=O)CC(C)C3)cc1OC (configuration not stated),-14.8,0.6,26.5
Cc1c(NC(=O)c2ccc3c4c(cccc24)CC3)c(=O)n(-c2ccccc2)n1C,-15.5,-1.7,15.9
Cc1ccc(C)c(NC(=O)CN(C)C(=O)/C=C/c2ccco2)c1,-20.8,-4.5,6.2
CC1(C)Cc2nc(-c3ccccc3)nc(SCC(O)CO)c2CO1 (configuration not stated),-18.5,-0.2,2.0
O=c1c2ccccc2nnn1Cc1cccc2ccccc12,-3.2,-1.3,9.5
COc1cc(C(=O)Nc2nccs2)c(Br)c(OC)c1OC,-16.9,9.4,12.4
Cc1ccc(N/C=C(\[N+](=O)[O-])S(=O)(=O)c2ccccc2)cc1,-23.1,0.3,17.3
Cc1ccc2cc3cc(C(=O)N4CC(C)CC(C)C4)oc3nc2c1 (configuration not stated),-41.7,-3.0,43.2
CCCCc1ccc(NS(=O)(=O)c2cccc(C(=O)N3CCCN(C)CC3)c2)cc1,-28.9,-0.2,2.0
Cc1cc(=O)cc(C)n1-c1ccc(Cl)cc1,5.3,0.1,0.8
CCOC(=O)CCN(Cc1cccs1)S(=O)(=O)c1ccc(Cl)cc1,-22.1,-0.6,13.0
O=[N+]([O-])c1cccc(/C=N/Nc2nc(NCc3ccccc3)nc(N3CCOCC3)n2)c1O,3.3,0.2,38.5
Cn1c(N)c(C(=O)CSc2nc3ccccc3[nH]2)c(=O)n(C)c1=O,-21.3,0.0,21.8
COc1ccc(/C=N/NS(=O)(=O)c2ccccc2)cc1OC(=O)c1ccc(C)cc1,8.3,-0.4,4.7
CC(=O)Nc1ccc(NC(=O)C(C)OC(=O)C2(c3ccc(Cl)cc3)CCCC2)cc1 (configuration not stated),-1.1,0.4,9.9
CN(C)S(=O)(=O)c1cccc(NC(=S)Nc2cc(Cl)cc(Cl)c2)c1,-11.3,-1.4,14.1
CCc1ccc(CN(C)C(=O)CCc2nnc(COc3ccccc3)o2)cc1,-29.0,-0.3,10.4
# The list continues.
SMILES,OX1R antag-1,STK33 kinase inh,OX1R antag-2
Cc1cccc(CSCc2ccc(C(=O)O)o2)c1,-10.8,-0.8,10.5
Cc1ccc(C)n1-n1c(C)nc2scc(-c3cccs3)c2c1=O,-23.5,0.8,21.5
O=C(NCc1ccco1)C1OCCc2ccccc21 (configuration not stated),-20.0,-0.6,18.1
CCOc1ccc(NC(=O)CCc2nnc3ccc(N4CCC5(CC4)OCCO5)nn23)cc1,-20.3,-0.8,-2.4
CCOC(=O)C1=C(COC(=O)COc2cccc(C)c2C)NC(=O)NC1C (configuration not stated),-27.4,-0.4,8.0
Cc1cccc(NC(=O)N2CCC(NC(=O)C3CCCCC3)CC2)c1,-8.6,-0.6,32.0
Cc1ccc(NC(=O)c2ccc(Nc3ccccc3F)nc2)cc1,-17.9,-0.9,13.0
